DT40 TDP1 no CPT = qHTS for Inhibitors of human tyrosyl-DNA phosphodiesterase 1 (TDP1): qHTS in cells in absence of CPT. Potency, µM (series often up to 46.2 µM), for the others: top-dose activity change, negative = growth inhibition, actives largely listed as inhibitors. DT40 Tdp1-/- hTDP1 cells, no CPT, ATP luminescence, 48 h. 420,000 compounds, 15% hits; further: nearly all actives have a fitted effect of over 55% in size
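A cellular qHTS used chicken DT40 cells lacking endogenous Tdp1 but carrying stably transfected human TDP1. Compounds were applied without camptothecin, and cell growth kinetics were judged by ATP-dependent luminescence after ≥48 hr.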
KAT2A inh = blocks human GCN5L2 histone acetyltransferase; Potency, µM (doses to about 58.9 µM), inactives show at the highest dose activity change, negative = inhibition, actives largely listed as inhibitors; GCN5L2 HAT assay, ThioGlo1 CoA-SH fluorescence; 390,000 compounds, 0.21% hits; AID 504327; Q92830
Target sequence (Q92830 whole entry, looked up): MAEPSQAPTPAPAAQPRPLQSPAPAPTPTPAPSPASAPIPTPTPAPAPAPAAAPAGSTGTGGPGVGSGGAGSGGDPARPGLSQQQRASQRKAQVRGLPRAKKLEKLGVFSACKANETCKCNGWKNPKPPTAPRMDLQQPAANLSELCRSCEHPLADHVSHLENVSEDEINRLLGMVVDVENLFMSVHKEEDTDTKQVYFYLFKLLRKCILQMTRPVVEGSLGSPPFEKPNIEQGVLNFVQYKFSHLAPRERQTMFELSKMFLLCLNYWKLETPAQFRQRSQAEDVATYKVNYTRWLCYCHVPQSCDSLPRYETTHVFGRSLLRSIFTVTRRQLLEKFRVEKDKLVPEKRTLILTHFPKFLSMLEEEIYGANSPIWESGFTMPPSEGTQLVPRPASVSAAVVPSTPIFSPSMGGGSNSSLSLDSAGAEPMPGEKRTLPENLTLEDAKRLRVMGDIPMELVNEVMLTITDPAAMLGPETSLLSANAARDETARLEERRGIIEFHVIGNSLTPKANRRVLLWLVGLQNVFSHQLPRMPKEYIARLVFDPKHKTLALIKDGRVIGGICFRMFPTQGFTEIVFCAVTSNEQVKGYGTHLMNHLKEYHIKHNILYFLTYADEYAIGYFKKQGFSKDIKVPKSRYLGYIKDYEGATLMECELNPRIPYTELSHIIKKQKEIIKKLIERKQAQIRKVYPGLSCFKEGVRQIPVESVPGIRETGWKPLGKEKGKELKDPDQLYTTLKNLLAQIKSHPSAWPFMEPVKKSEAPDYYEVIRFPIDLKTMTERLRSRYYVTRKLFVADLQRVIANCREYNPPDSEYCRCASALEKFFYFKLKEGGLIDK
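Free CoA generated was detected with ThioGlo1 (50uM) fluorescence at Ex340nm/Em540nm, read immediately and after 20 min at room temperature. Enzyme, 20 nM in HEPES pH 7.5 buffer, saw compounds 15 min before adding 75uM H3(1-25) peptide and 70uM acetyl-CoA.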
DT40 TDP1 CPT = growth inhibition of DT40 Tdp1-/-;hTDP1 cells with camptothecin (screen for TDP1 inhibitors). 420,000 compounds, 12% hits. Potency, µM (titrated, usually from 46.2 µM), for inactives: at the highest dose activity change, negative = growth inhibition, actives largely listed as inhibitors. chicken DT40 Tdp1-/-;hTDP1 cells + 20 nM CPT, ATP luminescence, 48 h; further: nearly all actives have a fitted effect of over 55% in size
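Chicken DT40 Tdp1-/- cells stably complemented with human TDP1 were seeded at 400 cells/well in medium containing 20 nM camptothecin, exposed to pin-transferred compounds, and grown at 37 °C for at least 48 hr. Viability was read as ATP luminescence.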
The depositor's hits bear a star; ? = inconclusive; nt = no result given; & = joins results of further samples; [ ] = dose if it differs, or a comment. The call rests on the fitted dose curve; in most records, active means well fitted curve in the direction sought with a large enough effect; inconclusive means small, poorly fitted or top-dose-only effect, or another doubt; inactive means no such curve, though single readings can be large; an effect the other way counts as inactive or inconclusive. On the % scale 0 is the no-effect control and ±100 the full control effect; potency means the concentration at half of the fitted maximal effect.

Second line of a record – DT40 TDP1 no CPT	DT40 TDP1 CPT	KAT2A inh
(1) Cc1cccc([C@@H]2[C@@H]3C(=O)N(Cc4ccccc4)C(=O)[C@@H]3[C@]3(C)C(=O)N(c4ccc(Br)cc4)C(=O)N23)c1
 : ?	?	-11%
(2) Cn1cnc([N+](=O)[O-])c1SCC(O)CN1CCCCC1 (stereo unspecified)
 : -28%	-23%	-1%
(3) CCOC(=O)C1Cn2c(nc3c(c2=O)C(C)(C)Cc2ccccc2-3)S1 (stereo unspecified)
 : 16µM*	-13%	-17%
(4) O=C(Nc1ccc(N2CCN(C(=O)c3ccco3)CC2)cc1)C(c1ccccc1)c1ccccc1
 : 16µM*	21µM*	?
(5) N=c1c2c3c(sc2ncn1CCCN1CCOCC1)CCCCC3
 : ?	-21%	-2%
(6) Cc1ccc(S(=O)(=O)CCC(=O)N(C)c2c(N)n(Cc3ccccc3)c(=O)[nH]c2=O)cc1
 : 3%	13%	2%
(7) CC(C)N1CCN(Cc2nc(-c3ccccc3)cs2)CC1CCO (stereo unspecified)
 : -7%	-18%	-13%
(8) Cc1cccc(C)c1OCCCn1c(CCNC(=O)C2CCCCC2)nc2ccccc21
 : 18µM*	15µM*	-14%
(9) CCn1c(SCC(=O)N(C)C)nc2cc(S(=O)(=O)N3CCCCC3)ccc21
 : -20%	-19%	-5%
(10) COc1cc(CN2C(=O)CC[C@@H]3CN(Cc4ccccn4)CC[C@@H]32)cc(OC)c1OC
 : -23%	3%	nt
(11) Cc1ccc(C)c(N2C(=O)N(Cc3cccc(C(F)(F)F)c3)c3ccccc3S2(=O)=O)c1
 : ?	?	-2%
(12) Cc1ccc(S(=O)(=O)N2CCC(C(=O)NCCCN3CCCC3=O)CC2)cc1C
 : 0%	-1%	0%
(13) CCOc1cc(NC(=O)c2ccco2)c(OCC)cc1NC(=O)c1cc(OC)c(OC)c(OC)c1
 : ?	?	-12%
(14) NS(=O)(=O)c1cccc(NS(=O)(=O)c2ccc(/C=C/C(=O)O)cc2)c1
 : -4%	5%	0%
(15) Cc1cccc(-c2nc(SCc3cc(=O)c4cccc(F)c4[nH]3)n[nH]2)c1
 : ?	?	-7%
(16) CCOC(=O)C1(Cc2ccc(Cl)cc2)CCN(C(=O)CCc2ccncc2)CC1
 : 13µM*	-18%	-28%
(17) COc1ccc(C(O)P(=O)(OC(C)C)OC(C)C)cc1OC (stereo unspecified)
 : 15%	-3%	-5%
(18) CC(/C=N\Nc1nnc2c(n1)[nH]c1c(C)cccc12)=C\c1ccco1
 : 10µM*	9.2µM*	0%
(19) O=S(=O)(Nc1ccc(-n2cccc2)cc1)c1ccc(Cl)c(Cl)c1
 : ?	?	-13%
(20) CCOC(=O)C1CCCN(C(=O)c2cc(-c3ccccc3)cs2)CC1 (stereo unspecified)
 : ?	?	nt
(21) Cc1cc(Cl)ccc1OCC(=O)N(Cc1ccco1)C1CCS(=O)(=O)C1 (stereo unspecified)
 : ?	-12%	-2%
(22) COc1ccc(CCNC(=S)Nc2cccc(C)c2C)cc1
 : ?	?	-1%
(23) CN(C)CCCN1C(=O)CSC1c1ccccc1 (stereo unspecified)
 : 10%	0%	0%
(24) Cc1ccc2c(c1)N(CC(=O)Nc1ccccc1C(F)(F)F)C(=O)c1cccnc1O2
 : ?	?	-14%
(25) C/C(CC(=O)N1CCN(C=O)CC1)=N\NC(=O)c1ccc([N+](=O)[O-])cc1
 : -2%	11%	-1%
(26) CCOC(=O)[C@H]1[C@H]2COc3ccc(Cl)cc3[C@@H]2N2C(=O)[C@@H](C)NC(=O)[C@@]12C
 : -10%	?	2%
(27) Cc1c(CC(=O)N[C@@H](C)C(=O)O)c(=O)oc2c(C)c3occ(-c4ccccc4)c3cc12
 : -1%	10%	-11%
(28) COCCCn1c(SCC(=O)Nc2ccc(OC)cc2)nc2c(sc3ccccc32)c1=O
 : -4%	5%	0%
(29) COc1ncccc1C(=O)N1CCCC(N2CCN(c3cccc(Cl)c3)CC2)C1 (stereo unspecified)
 : ?	?	-3%
(30) Cn1cc(C(=O)Nc2ccc(Cl)c(Cl)c2)cn1
 : ?	?	nt

Single records, as listed above. Order of values: DT40 TDP1 no CPT	DT40 TDP1 CPT	KAT2A inh
COc1ccc(C(O)P(=O)(OC(C)C)OC(C)C)cc1OC (stereo unspecified) is listed with 15%	-3%	-5%
CCOC(=O)C1(Cc2ccc(Cl)cc2)CCN(C(=O)CCc2ccncc2)CC1 is listed with 13µM*	-18%	-28%

Fetched by structure from above (2):
Second line of a record – DT40 TDP1 no CPT	DT40 TDP1 CPT	KAT2A inh
(26) CCOC(=O)[C@H]1[C@H]2COc3ccc(Cl)cc3[C@@H]2N2C(=O)[C@@H](C)NC(=O)[C@@]12C
 : -10%	?	2%
(21) Cc1cc(Cl)ccc1OCC(=O)N(Cc1ccco1)C1CCS(=O)(=O)C1 (stereo unspecified)
 : ?	-12%	-2%

The results go on:
Second line of a record – DT40 TDP1 no CPT	DT40 TDP1 CPT	KAT2A inh
(31) COC(=O)[C@@H](N)CSC/C=C(\C)CC/C=C(\C)CCC=C(C)C
 : ?	?	-5%&-8%
(32) NCCCC[C@H]1CNC(=O)C(=O)N1CCCCC1CCCCC1
 : -5%	1%	4%
(33) COc1ccccc1-c1csc(Nc2ccc(Oc3ccccc3)cc2)n1
 : ?	18µM*	nt
(34) N#Cc1c(NC(=O)COC(=O)c2ccc(S(=O)(=O)N3CCCC3)cc2)sc2c1CCCCC2
 : 0%	-13%	-18%
(35) CCOC(=O)Cc1nnc(NC(=O)c2ccco2)s1
 : -2%	3%	-7%
(36) Cc1ccc(-c2nc(SCC(=O)NCC3CCCO3)c(-c3ccc(C)cc3)[nH]2)cc1 (stereo unspecified)
 : ?	?	-6%&0%
(37) CSc1ncccc1C(=O)OCC(=O)NCc1ccc2c(c1)OCO2
 : 7%	3%	-1%
(38) Cc1noc(C)c1S(=O)(=O)NC(=O)C1(C)CCN1C(=O)Cc1ccc(-c2ccccc2)cc1 (stereo unspecified)
 : 3%	-12%	nt
(39) CCCS(=O)(=O)NC(=O)C1(C)CCCN(C(=O)c2ccc3ccccc3c2)C1 (stereo unspecified)
 : -17%	5%	nt
(40) COCC(=O)N1CCC2(CC1)CCN(C(=O)Nc1ccc(OC)cc1)CC2
 : -8%	3%	-2%
(41) CCCCNC(=S)Nc1ccc(Oc2ccccc2)cc1
 : 21µM*	?	18%
(42) Cc1ccc(C(C(=O)NCc2ccco2)N(C(=O)CNC(=O)c2cccs2)c2ccc(C)cc2C)cc1 (stereo unspecified)
 : 6.5µM*	29µM*	-12%
(43) COc1cccc(N2CCN(C(=O)CCc3nnc4ccc(N5CCOCC5)nn34)CC2)c1
 : -5%	-18%	-3%
(44) O=C(c1nn2c(C(F)(F)F)cc(-c3cccs3)nc2c1Cl)N1CCCc2ccccc21
 : 12µM*	16µM*	-12%
(45) CCOC(=O)C1=C(C)OC(N)=C(C#N)C1c1ccc(OC)c(C)c1OC (stereo unspecified)
 : -24%	?	-13%
(46) CC(C)(C)NC(=S)Nc1cccc(C(F)(F)F)c1
 : 26µM*	?	-3%
(47) CN(CC(=O)Nc1ccc(F)cc1)C(=O)COC(=O)c1cc(Br)c(Br)s1
 : ?	-5%	nt
(48) Cc1ccc(S(=O)(=O)NCCC(=O)N2CCC(C(N)=O)CC2)cc1C
 : 2%	-3%	-6%
(49) O=C(CSc1cccc[n+]1[O-])Nc1ccc([N+](=O)[O-])cc1Cl
 : ?	?	-2%
(50) Cc1ccc(C(=O)CCC(=O)Nc2cc(C)ccn2)cc1
 : -4%	-14%	-9%
(51) Cc1ccc2c(c1)N(C(=O)Nc1ccc(Br)cc1F)CCO2
 : -14%	2%	-7%
(52) CC(=O)N(CCC1(C(C)C)CCOC(C)(C)C1)Cc1ccco1 (stereo unspecified)
 : -20%	?	1%
(53) CCCCN(CC(=O)NC(C)(C)C)C(=O)C(=O)Nc1ccc2c(c1)OCCO2
 : -4%	1%	38%[activator]
(54) CCn1cc(S(=O)(=O)Nc2ccc3c(c2)OCCO3)cn1
 : -9%	1%	-4%
(55) NC(=O)c1ccccc1OC1CCC1
 : -4%	8%	-4%
(56) CC[C@@]1(C(=O)OC)N[C@H](CN(C)C(=O)Nc2ccc(C)cc2)[C@@H]2C(=O)N(Cc3ccccc3)C(=O)[C@@H]21
 : ?	29µM*	-5%
(57) COc1ccc(C(=O)NCC(=O)Nc2ccc(-c3ccccc3)cc2)cc1
 : ?	-14%	0%
(58) Cc1cccc(C)c1NC(=O)CCCSc1nc2ccccc2s1
 : ?	?	0%
(59) CCOC(=O)C(=CNc1ccc(N2CCCCC2)c(S(=O)(=O)Nc2ccccc2OC)c1)C(=O)OCC
 : 5.8µM*	3.7µM*	nt
(60) Cn1c(SCc2ccc(Br)cc2)nc2c([nH]c3ccccc32)c1=O
 : 9%	-5%	-1%

Exported with tabs: part of the list above.
nr	SMILES	DT40 TDP1 no CPT	DT40 TDP1 CPT	KAT2A inh
51	Cc1ccc2c(c1)N(C(=O)Nc1ccc(Br)cc1F)CCO2	-14%	2%	-7%
52	CC(=O)N(CCC1(C(C)C)CCOC(C)(C)C1)Cc1ccco1 (stereo unspecified)	-20%	?	1%
53	CCCCN(CC(=O)NC(C)(C)C)C(=O)C(=O)Nc1ccc2c(c1)OCCO2	-4%	1%	38%[activator]

The listing continues.
Second line of a record – DT40 TDP1 no CPT	DT40 TDP1 CPT	KAT2A inh
(61) COC(=O)c1ccc(CNC(=O)CSC(C)C(=O)Nc2cc(C)on2)cc1 (stereo unspecified)
 : 15%	-22%	-1%
(62) COCCn1c(=O)c(-c2ccccc2)nc2cnc(Nc3ccccc3)nc21
 : -10%	12%	-8%
(63) N#C/C(=C\c1c(F)cccc1Cl)c1nn(-c2ccccc2)c(-n2cccc2)c1C#N
 : ?	?	2%
(64) COc1ccc(N(CC(=O)Nc2ccccc2C(F)(F)F)C2=NC3CS(=O)(=O)CC3S2)cc1 (stereo unspecified)
 : ?	-20%	1%
(65) O=C(Nc1ccc(F)cc1F)C1CCN(c2ncccn2)CC1
 : ?	?	0%
(66) O=C(c1cccc(S(=O)(=O)N2CCOCC2)c1)N(CCc1ccccc1)Cc1ccccc1
 : ?	?	-2%
(67) Cc1cc(C)c(C#N)c(Cl)n1
 : 3%	10%	2%
(68) Cn1c2c(c(=O)n(C)c1=O)C(C(F)(F)F)(C(F)(F)F)N=C(CCC1CCCCC1)N2
 : 3.7µM*	2.6µM*	-12%
(69) CCc1cccc(OCCCn2ccnc2)c1
 : ?	?	-3%
(70) CCCn1c2c(c(O)c(C(=O)NCc3ccccc3)c1=O)CCCC2
 : ?	?	-14%
(71) CC1(C(=O)NS(=O)(=O)C2CC2)CCCN(C(=O)c2ccc(F)cc2Cl)C1 (stereo unspecified)
 : 1.5µM*	?	nt
(72) O=C(CCc1nc2ccccc2s1)N1CCN(c2ccccc2)CC1
 : ?	-27%	-2%
(73) Cc1ccc(C(C)(C)C)c(OCCCn2ccnc2)c1
 : ?	1%	-5%
(74) CC(=O)OCCCNc1cc(Sc2ccc(Cl)cc2)c2nonc2c1[N+](=O)[O-]
 : 3.7µM*	2.1µM*	7%
(75) CS(=O)(=O)N1CCC(C(=O)Nc2ccc(C(F)(F)F)cc2)CC1
 : ?	-20%	-9%
(76) CCCOc1ccc(CNC(=O)c2ccc3nc(N4CCOCC4)sc3c2)cc1
 : -10%	-29%	2%
(77) Cc1cnn(-c2cc(Oc3ccccc3)ncn2)c1
 : 5%	-4%	1%
(78) CCCCNC(=O)C(C#N)c1nc2ccccc2nc1N1CCN(Cc2ccc3c(c2)OCO3)CC1 (stereo unspecified)
 : -7%	-6%	nt
(79) CCC(C)C(=O)N1CCCC(c2nc(-c3cccs3)no2)C1 (stereo unspecified)
 : ?	-21%	-1%
(80) Cc1ccc(OCC(=O)Nc2ccccc2C(=O)OCc2cc(=O)n3c(C)csc3n2)cc1
 : 21µM*	16µM*	-4%

Sorted by length of the SMILES (high to low): part of the list above.
Second line of a record – DT40 TDP1 no CPT	DT40 TDP1 CPT	KAT2A inh
(68) Cn1c2c(c(=O)n(C)c1=O)C(C(F)(F)F)(C(F)(F)F)N=C(CCC1CCCCC1)N2
 : 3.7µM*	2.6µM*	-12%
(63) N#C/C(=C\c1c(F)cccc1Cl)c1nn(-c2ccccc2)c(-n2cccc2)c1C#N
 : ?	?	2%
(61) COC(=O)c1ccc(CNC(=O)CSC(C)C(=O)Nc2cc(C)on2)cc1 (stereo unspecified)
 : 15%	-22%	-1%
